Source: PubChem
XIAP displacement = XIAP antagonists, biochemical, IAP family, fluorescence polarization (AID 1018). E3 ubiquitin-protein ligase XIAP (Homo sapiens). XIAP BIR domain, fluorescence polarization peptide displacement; higher % means a stronger effect. displacement, % at 20 µM, or IC50 in µM where a hit was titrated. actives 0.007% (n = 200,000); in the data active = displacement above about 50%; also: a part of the inactive calls stands beside numbers as strong as those of hits
West Nile virus CPE = West Nile virus antiviral activity, cell-based, CPE readout (AID 1621) | West Nile virus-infected cells, CPE inhibition; higher % means a stronger effect | one-dose CPE inhibition, % at 10 µM; IC50 in µM for titrated hits | actives 0.02% (n = 290,000); in the data active = a potency from the dose series; inconclusive = CPE inhibition mostly from about 3.7% at the one dose, without a potency; inactive = the rest, 99 in 100 with CPE inhibition below about 2.2%; also: strong numbers were not always called active
M1AAP inhibition = P. falciparum M1AAP inhibitors, biochemical, fluorogenic H-Leu-NHMec substrate, 1536-well (AID 1445); actives 0.42% (n = 220,000); inhibition, % at 30 µM, or IC50 in µM where a hit was titrated; Aminopeptidase N (Plasmodium falciparum (isolate 3D7)); recombinant M1AAP, H-Leu-NHMec fluorogenic kinetic assay; higher % means a stronger effect;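 active = primary inhibition above the hit cutoff, then over 50% inhibition at one or more dose response concentrations, cut at about 23% in these data, passing the limit was not always enough; inconclusive = conflicting primary data, or primary hits not chosen for dose response; inactive = low primary inhibition, or under 50% at every dose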;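 also: plate controls were DMSO full reaction for no effect and no enzyme background for full effect; strong numbers were not always called active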
Siah-1 displacement = Siah-1 peptide-binding antagonists, primary screen, biochemical, fluorescence polarization, rhodamine-plectin, uHTS (AID 1817). Siah-1 / rhodamine-plectin peptide fluorescence polarization; higher % means a stronger effect. actives 0.02% (n = 290,000). displacement, % at 20 µM; hits with a dose series show IC50 in µM. E3 ubiquitin-protein ligase SIAH1 (Homo sapiens);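 active = displacement of at least 50% at 20 µM, with a fluorescence ratio check between 0.3 and a set limit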;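 also: plate controls were Siah plus tracer with DMSO for no effect and tracer alone without Siah for full effect; strong numbers were not always called active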
PMI inhibition = human PMI inhibitors, high substrate, primary screen, biochemical, fluorescence intensity, high mannose 6-phosphate (AID 1220). Mannose-6-phosphate isomerase (Homo sapiens). recombinant PMI enzyme, coupled fluorescence intensity; higher % means a stronger effect. inhibition, % at 20 µM; hits with a dose series show IC50 in µM. actives 0.66% (n = 190,000); in the data active = inhibition above about 50%
P. falciparum M17LAP = P. falciparum M17LAP inhibitors, primary screen, biochemical, fluorogenic H-Leu-NHMec substrate, 1536-well (AID 1619). Leucine aminopeptidase (Plasmodium falciparum (isolate 3D7)). recombinant M17LAP, H-Leu-NHMec fluorogenic kinetic assay; higher % means a stronger effect. inhibition, % at 30 µM; hits with a dose series show IC50 in µM. actives 0.38% (n = 220,000);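 active = compound inhibiting the enzyme by more than half at any dose during confirmatory dose-response retesting; inconclusive = strong single-dose inhibitors picked by rank but not retested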;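 also: plate controls were full reaction with DMSO carrier for no effect and no enzyme background for full effect; strong numbers were not always called active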
Yfh1-off respiration = enhancers of respiration in Yfh1-depleted yeast, dose response, Friedreich's ataxia, plus single-dose screen (AID 1465); fold induction at 50 µM; hits with a dose series show EC50 in µM; actives 0.074% (n = 220,000); S. cerevisiae Yfh1-off respiration, WST-1 reduction, 72 h; higher fold induction means a stronger effect;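 active = fold induction of absorbance versus untreated yeast above a set limit, then at least 30% activation at any dose in follow-up; inconclusive = repeats straddling the limit, or above it without dose testing; inactive = fold induction below the set limit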;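 also: activators that raise dye reduction in frataxin-depleted yeast; strong numbers were not always called active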
Salmonella PhoP GFP = inhibitors of PhoP regulon expression, primary screen, Salmonella Typhimurium, GFP reporter (AID 1863) | actives 0.16% (n = 300,000) | S. Typhimurium PhoP-regulated promoter GFP reporter, 4 h; higher % means a stronger effect | inhibition, % at 50 µM; hits with a dose series show IC50 in µM;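 active = inhibition over 29.93%, a cutoff 3 SD above the screen mean, later confirmed by dose response; inconclusive = inhibition over 29.93% but no dose response follow-up; inactive = inhibition at most 29.93% or unconfirmed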;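 also: 0% = low Mg2+ inducing control and 100% = high Mg2+ repressing control; strong numbers were not always called active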
CSM14.1 death rescue = rescue of cells from ER stress-induced death, primary screen, 384-well, CSM14.1, thapsigargin, ATP luminescence (AID 1222); CSM14.1 thapsigargin-induced death rescue, ATP luminescence; higher % means a stronger effect; one-dose cellular ATP content (survival), % at 20 µM; EC50 in µM for titrated hits; 190,000 tested, under 10 active;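 active = EC50 below 50 µM in the dose-response confirmation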;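 also: death triggered by thapsigargin at about 15 µM added after 2 h compound pretreatment; cell ATP read after overnight thapsigargin exposure of roughly 18 to 22 hours; normalized against plate controls of thapsigargin alone and 5% DMSO vehicle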
Active calls of the source: *; i = inactive; ? = inconclusive; · = no result given. The order is random; any-hit rate near 1.6%.

SMILES | XIAP displacement | West Nile virus CPE | M1AAP inhibition | Siah-1 displacement | PMI inhibition | P. falciparum M17LAP | Yfh1-off respiration | Salmonella PhoP GFP | CSM14.1 death rescue
Cc1ccc(-c2csc3ncnc(SCC(=O)O)c23)cc1 | · | 0.5% | -5% | 0% | · | -8% | i | -15% | ·
CC1=C(C)CC2C(=O)N(c3cccc4ccccc34)C(=O)C2C1 (stereo unspecified) | -2.8% | 0.4% | -5% | 9% | -12% | -3% | i | 2% | -1.8%
CS(=O)(=O)N(CC(=O)Nc1c(F)cccc1F)c1cccc([N+](=O)[O-])c1 | -2.1% | 0.2% | 2% | 1% | -7% | -5% | i | 0% | 0.7%
O=C1NC(c2ccccc2Br)=N/C1=C\c1ccco1 | · | -0.2% | 22% | -5% | · | 12% | i | -4% | ·
Cc1ccc(C)c(N2C(=N)S/C(=C\c3ccc(-c4ccccc4C(=O)O)o3)C2=O)c1 | -8.4% | 0.5% | 10µM* | -3% | -40% | 33µM* | ? | 5% | -0.1%
Cc1ccc(OCC(O)CN2C(=O)NC(C)(C)C2=O)cc1C (stereo unspecified) | 6.1% | 1.2% | 1% | 9% | 11% | 2% | i | 6% | ·
Cc1ccc(CNC(=O)Cc2csc(Nc3nc(=S)[nH]c4ccccc34)n2)cc1 | -2.2% | · | 13% | -2% | -4% | 4% | · | -6% | 26%
Cc1cc(C)n(-c2cc(N3CCN(S(=O)(=O)c4ccc(Br)cc4)CC3)ccc2[N+](=O)[O-])n1 | -8.0% | -1.2% | 3% | 5% | 15% | -4% | i | -1% | -1.1%
COc1ccc(-c2ccc(OC)cc2C(=O)O)cc1 | -8.1% | 0.4% | 11% | 0% | 9% | -2% | i | -4% | -1.9%
COc1ccc2occ(C(=O)c3coc4ccc(O)c(CN(C)C)c34)c2c1 | -2.5% | 0.2% | 12% | -2% | 32% | -19% | i | 9% | -6.3%
CCOC(=O)c1[nH]c(C)c(C(=O)N(C)C)c1C | -4.1% | 0.1% | 0% | -4% | 3% | 5% | i | 2% | -3.0%
CC(=O)Cc1nsc(Nc2ccccc2)n1 | -6.4% | ? | -5% | -2% | 6% | 12% | i | 22% | -0.2%
Cc1nnc(SCC(=O)Nc2cccc(C(F)(F)F)c2)n1Cc1ccco1 | -4.3% | 0.3% | -1% | -4% | -17% | 8% | i | -1% | 1.3%
Cc1ccc(C)c(-n2c3nc(=O)n(C)c(=O)c-3cc3ccccc32)c1 | · | 0.2% | 4% | -3% | · | 5% | i | 1% | ·
O=C(CSc1nccn1-c1ccc(F)cc1)NCc1ccc2c(c1)OCO2 | -5.4% | -0.1% | 5% | 1% | 4% | 11% | i | 0% | -0.3%
CCCCCOC(=O)c1c(N)n(CCOC)c2nc3ccccc3nc12 | -4.3% | 0.6% | 20% | 1% | 46% | -72% | i | -6% | 0.8%
COC(=O)c1scc(C)c1NC(=O)C(Cl)c1ccccc1 (stereo unspecified) | -5.3% | -0.6% | -1% | 16% | -5% | -4% | i | 4% | ·
COc1ccccc1/C=N/NC(=O)C(NC(=O)c1ccccc1)=C(C)C | 1.7% | 0.1% | 16% | 6% | 9% | 11% | i | -5% | -3.2%
Cc1ccc(C(C)NC(=O)c2ccco2)cc1 (stereo unspecified) | -1.7% | -0.4% | -5% | -2% | -6% | -3% | i | -6% | -2.7%
O=c1cc(NCc2ccco2)c2ccccc2o1 | 0.9% | -0.2% | 7% | -4% | 1% | -5% | i | 22% | ·
COc1ccc(-n2c(=O)c3c4c(sc3n(CC(=O)NC3CCCC3)c2=O)CCCC4)c(OC)c1 | -2.0% | -0.7% | 0% | 3% | -4% | 0% | i | -9% | -1.0%
COc1ccc(C(C(=O)NC2CCCCC2)N(C(=O)CCCC(=O)Nc2ccccn2)c2ccc3c(c2)OCCO3)cc1 (stereo unspecified) | -2.9% | 2.2% | 8% | 2% | 10% | 2% | i | -5% | 3.5%
COC(=O)c1ccc(COC(=O)c2ccccn2)cc1 | -4.3% | 0.2% | -7% | -4% | 10% | 5% | i | 29% | -0.5%
O=C(Nc1ccc(Cl)c(Cl)c1)Nc1nnc(CSc2ccccc2)s1 | -4.8% | ? | -1% | 1% | 2% | 21% | i | 7% | -1.0%
Cc1cc(C)c2c(C)nn(C3CCCCC3)c2n1 | 2.9% | 0.3% | 0% | 0% | 10% | 4% | i | 2% | -3.2%
Cc1cc([N+](=O)[O-])cnc1N1CCOCC1 | 0.1% | 0.3% | 4% | -2% | -5% | 39% | i | 4% | 0.2%
OC(COCc1ccco1)CN1CCN(c2ccccc2)CC1 (stereo unspecified) | -3.7% | -0.2% | -3% | -5% | -14% | 1% | i | 0% | -0.7%
Cc1ccc(C)c(N(CC(=O)NN=C2CCCCCCC2)S(C)(=O)=O)c1 | -6.5% | 0.2% | 1% | -2% | 6% | 0% | i | -3% | 0.4%
COc1ccc(N2CCN(C(=O)CSc3nnc(-c4ccc5[nH]c(C)c(C)c5c4)o3)CC2)cc1 | -4.9% | -0.4% | 6% | 0% | 19% | -6% | i | 7% | -1.8%
CC(C)(C)C(=O)Nc1ncc(C(F)(F)F)cc1Cl | -4.7% | 0.2% | 4% | 4% | 8% | -5% | i | 3% | -0.8%

Taken from the entries so far, 2 compounds:
SMILES | XIAP displacement | West Nile virus CPE | M1AAP inhibition | Siah-1 displacement | PMI inhibition | P. falciparum M17LAP | Yfh1-off respiration | Salmonella PhoP GFP | CSM14.1 death rescue
OC(COCc1ccco1)CN1CCN(c2ccccc2)CC1 (stereo unspecified) | -3.7% | -0.2% | -3% | -5% | -14% | 1% | i | 0% | -0.7%
Cc1ccc(C)c(N(CC(=O)NN=C2CCCCCCC2)S(C)(=O)=O)c1 | -6.5% | 0.2% | 1% | -2% | 6% | 0% | i | -3% | 0.4%

(further entries)
SMILES | XIAP displacement | West Nile virus CPE | M1AAP inhibition | Siah-1 displacement | PMI inhibition | P. falciparum M17LAP | Yfh1-off respiration | Salmonella PhoP GFP | CSM14.1 death rescue
CCC(C)(C)n1nnnc1C(C(C)C)N(Cc1ccco1)Cc1cc2cc3c(cc2[nH]c1=O)OCO3 (stereo unspecified) | 1.3% | 0.9% | 11% | -3% | 6% | -57% | i | -16% | -0.3%
Cc1cc(C)c(NC(=O)CS(=O)CC(=O)NCC2CCCO2)c(C)c1 (stereo unspecified) | -2.6% | 0.1% | 6% | -2% | 10% | -6% | i | 0% | -1.7%
CCCC(=O)Nc1ccc(C(=O)N2CCCC2)cc1 | -7.0% | 0.2% | 5% | 2% | 3% | -2% | i | -6% | -2.0%
COc1ccccc1CCN=C(N)NS(=O)(=O)c1ccc(C)cc1 | -0.6% | -1.1% | 3% | 4% | 15% | 21% | i | -3% | 0.2%
O=C(OCc1cc(=O)n2cc(Br)ccc2n1)C1COc2ccccc2O1 (stereo unspecified) | -1.3% | -0.3% | 8% | 1% | -5% | 4% | i | -12% | 1.4%
O=C1COc2ccc(C(=O)CSc3nnc(Cc4cccs4)n3-c3ccc(Cl)cc3)cc2N1 | 1.4% | -0.2% | 8% | 4% | 10% | 0% | i | -4% | 0.3%
COC(=O)c1ccc(CNC(=O)COc2ccccc2Br)o1 | -1.0% | -0.1% | 1% | 2% | 2% | -5% | i | -11% | 1.3%
C/C(=N\Nc1ccc(C(F)(F)F)cn1)c1ccncc1 | -1.1% | -0.4% | 5% | 0% | -2% | 10% | i | 1% | 1.1%
O=c1nc(-c2ccccc2)cc(C(F)(F)F)[nH]1 | -2.9% | 0.5% | 7% | 3% | 14% | 10% | i | -26% | 1.5%
Cc1nc2ccc(S(=O)(=O)Nc3ccccc3C)cc2s1 | -3.3% | -0.1% | 5% | -4% | 1% | -12% | i | -1% | 0.3%
CN(CCOc1ccc(Br)cc1)CC(=O)Nc1cccc(S(=O)(=O)NC2=NCCC2)c1 | -7.4% | -1.0% | 6% | 5% | 16% | 0% | i | -5% | -1.3%
COc1ccccc1N(CC(=O)NC(C)(C)C)C(=O)C1CSC(=O)C1 (stereo unspecified) | -9.3% | 0.8% | 4% | 2% | -4% | 10% | i | -1% | -1.6%
Cc1sc2nc(SCC(=O)NCc3cccs3)[nH]c(=O)c2c1C | -6.4% | 0.0% | 4% | 4% | 1% | -3% | i | 1% | 1.3%
Nc1cc(N)nc(SCc2cc([N+](=O)[O-])cc3c2OCOC3)n1 | · | 0.2% | 2% | -9% | · | -4% | i | -12% | ·
CCOC(=O)C1CCN(C(=O)C2(NC(=O)Nc3ccccc3Cl)CCCCC2)CC1 | -1.8% | 0.3% | -8% | 21% | 12% | -6% | i | 4% | 1.2%
Clc1ccc(-c2nc3cnccn3c2Nc2ccc3c(c2)OCO3)cc1 | -2.8% | -0.4% | 18% | -2% | 31% | 7% | i | 7% | -1.5%
Cc1nn(Cc2ccccc2)c(C)c1NC(=O)CSc1nnc(-c2cc(Cl)ccc2O)n1C | -14% | 0.0% | 22% | -4% | 11% | 14% | i | 2% | -2.7%
CC(C)c1nc(SCC(=O)N2CCc3ccccc32)n[nH]1 | -5.2% | 0.1% | 1% | 4% | 2% | 3% | i | -2% | -13%
Cc1ccc(CNc2oc(-c3ccco3)nc2S(=O)(=O)c2ccccc2)cc1 | -3.8% | 1.3% | 5% | 1% | -16% | -2% | i | 1% | 3.9%
CCN(c1ccccc1)S(=O)(=O)c1ccc(OC)c(NC(=O)CNCC(C)O)c1 (stereo unspecified) | -2.5% | -0.6% | 4% | -4% | -6% | 13% | i | 4% | -3.3%
CCC(=O)Nc1cccc2c1C(=O)N(C)C2=O | -3.9% | -0.1% | -1% | -2% | -8% | -25% | i | 4% | -1.8%
Cc1ccc2c(c1)[nH]c1c(N3CCN(Cc4ccccc4)CC3)ncnc12 | -3.2% | ? | 5% | -5% | -7% | 8% | i | 37% | -1.7%
CSc1nc(-c2ccccc2)[nH]c(=S)c1C(C)=O | -7.7% | 0.2% | 9% | 2% | -6% | 0% | i | -15% | -0.8%
O=C(c1cc2ccccc2o1)N1CCN(c2ccccc2Cl)CC1 | -9.7% | -0.3% | -1% | -3% | 6% | -1% | i | -3% | 0.2%
Cn1c[n+](C)cc1-c1ccc(/C(N)=N/O)cc1 | -9.1% | 0.3% | -2% | -4% | -25% | 11% | i | -2% | -2.3%
COc1ccc(S(N)(=O)=O)cc1C(=O)NCCCN1CCN(c2ccc(C)cc2)CC1 | -5.9% | 0.3% | 5% | 2% | 9% | -1% | i | -8% | -0.8%
CC(=O)N(c1cccc(Cl)c1)c1nc(C)cc(C)c1C#N | · | 0.1% | 11% | 0% | · | 11% | i | -5% | ·
